RBX1-CUL1 inh – blocks human RBX1-Cullin-1 di-ubiquitin formation; AID 1347404; P62877+Q13616; inhibition, % at 10 µM; in vitro K48 di-Ub FRET, acceptor:donor ratio, 45 min; 140,000 compounds, 0.6% hits; in the data active = inhibition above about 25%
Target sequence (P62877 whole entry, looked up): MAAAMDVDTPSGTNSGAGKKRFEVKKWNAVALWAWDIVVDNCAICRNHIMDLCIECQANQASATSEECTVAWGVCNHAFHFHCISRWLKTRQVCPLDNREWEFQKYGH
Target sequence (Q13616 whole entry, looked up): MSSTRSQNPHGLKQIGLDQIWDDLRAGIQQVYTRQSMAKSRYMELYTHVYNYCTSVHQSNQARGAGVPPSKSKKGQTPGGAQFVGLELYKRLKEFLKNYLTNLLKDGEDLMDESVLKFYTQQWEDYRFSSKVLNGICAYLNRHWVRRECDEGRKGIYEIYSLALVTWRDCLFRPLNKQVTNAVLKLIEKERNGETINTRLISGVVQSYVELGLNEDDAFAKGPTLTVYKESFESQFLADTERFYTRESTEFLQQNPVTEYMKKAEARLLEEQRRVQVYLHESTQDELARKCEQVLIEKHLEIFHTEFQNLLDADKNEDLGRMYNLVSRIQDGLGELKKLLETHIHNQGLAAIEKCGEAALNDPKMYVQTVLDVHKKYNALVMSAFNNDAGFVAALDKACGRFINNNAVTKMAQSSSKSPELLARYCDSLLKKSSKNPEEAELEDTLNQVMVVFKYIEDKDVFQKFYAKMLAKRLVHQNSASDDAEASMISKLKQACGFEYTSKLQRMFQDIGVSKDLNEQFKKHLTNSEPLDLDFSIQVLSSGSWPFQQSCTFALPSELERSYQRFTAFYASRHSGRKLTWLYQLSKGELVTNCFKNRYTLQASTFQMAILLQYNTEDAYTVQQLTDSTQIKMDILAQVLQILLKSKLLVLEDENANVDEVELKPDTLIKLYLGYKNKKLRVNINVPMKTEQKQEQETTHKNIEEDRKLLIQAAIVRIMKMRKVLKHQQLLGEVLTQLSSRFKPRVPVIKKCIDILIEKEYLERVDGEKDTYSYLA
* hit, by the source's call.

SMILES	RBX1-CUL1 inh
CN=C1N=C2C(C)=CC=CN2C(=O)C1C=Nc1ccc(Cl)cc1 (configuration not stated)	5
O=S(=O)(NCc1ccccn1)c1ccccc1	-7
O=C(NCc1cccc(Cl)c1)c1cc2c(s1)-c1ccccc1SC2	4
Cc1ccc(OCC(=O)NC(=S)N2CCCC2)cc1	11
Cc1cccc(OC(=O)CSc2nnc(-c3cccs3)o2)c1C	12
CCc1nn(CC(=O)Nc2c(C)cc(C)cc2C)c(=O)c2cc3sccc3n12	7
CC(Oc1ccc(Br)cc1Br)C(=O)Nc1ncccn1 (configuration not stated)	1
CCOC(=O)C1C(=O)/C(=C/c2cn(CC(=O)NCc3ccco3)c3ccccc23)SC1=Nc1ccc(OC)cc1 (configuration not stated)	4
Cc1nc(N2CCCC2C(=O)N[C@@H](C)c2ccccc2)nc2ccccc12 (some centres not stated)	6
Cc1ccc(SCC(=O)Nc2ccc3oc(-c4ccccc4F)nc3c2)cc1	-2
Fc1cc2nccnc2cc1NC1CCCCC1	0
CC(C)c1ccc(Cc2cnc(NC(=O)c3ccc4c(c3)CC(c3ccccc3)OC4=O)s2)cc1 (configuration not stated)	1
CN1Cc2ccccc2CC1CNC(=O)c1cn(Cc2ccccc2F)nn1 (configuration not stated)	-7
C=CCOC(=O)c1cc(-c2ccc(/C=C3/C(=O)NN(c4ccc(F)c(Cl)c4)C3=O)o2)ccc1Cl	1
CCCc1nn2c(=O)cc(N3CCCCC3)nc2s1	-9
CCOC(=O)N/N=C/c1ccc(C(C)(C)C)cc1	4
O=C1C(=O)N(CC2CCCO2)C(c2cccs2)C1C(=O)c1ccc2c(c1)OCCO2 (configuration not stated)	4
Cc1ccc(CCNC(=O)CS(=O)Cc2nc(-c3ccccc3C)oc2C)cc1 (configuration not stated)	3
COc1cc(CN2CCc3nc(N4CCN(c5ncccn5)CC4)ncc3C2)cc(OC)c1OC	-15
CCCNC(=O)c1ccc(Cl)cc1Cl	-4
COc1ccc(C(=O)N2CCC(N3CCCC(C(=O)NC4CC4)C3)CC2)o1 (configuration not stated)	-1
CN(C)CCNC(=O)c1ccc(OC2CCN(Cc3nccn3C)CC2)c(Cl)c1	8
C=CCOc1ccccc1NC(=O)c1ccccc1F	0
COc1ccc(NC(=O)CCCOc2cc(=O)n(C)c3ccccc23)c(OC)c1	7
CCCCCC1CCC(c2ccc(-c3nc(CCC)no3)cc2)CC1 (configuration not stated)	1

Other entries follow.
SMILES	RBX1-CUL1 inh
COc1ccc(OC)c(-n2c(CCC(=O)O)ccc2-c2ccccc2)c1	2
Cc1onc(-c2ccccc2Cl)c1C(=O)Nc1ccccc1NC(=O)c1c(-c2ccccc2Cl)noc1C	-5
COc1nn2c(=O)c3ccccc3nc2c2ccccc12	5
O=C1CC(c2cccc3ccccc23)Sc2nc(-c3ccccc3)nn21 (configuration not stated)	2
CC(C)CC(C(=O)NCC1CCN(Cc2ccc(F)cc2)CC1)N1Cc2ccccc2C1=O (configuration not stated)	2
Cc1ccc(N2C(=O)C(Oc3ccccc3)C2c2ccccc2Cl)cc1C (configuration not stated)	0
COc1ccc(C(=O)Nc2ccc(S(=O)(=O)N(C)c3ccccc3)cc2)cc1	-4
CCN1CCC(NC2CCCc3nc(N(C)C)ncc32)CC1 (configuration not stated)	-3
CCOC(=O)Nc1scc(-c2cc(C)ccc2C)c1C#N	-2
CC(C)COc1ccc(C(=O)NCC2OCCc3ccccc32)cc1 (configuration not stated)	-5
C=CCN1C(=O)/C(=C\c2ccc(OC(=O)c3ccc(F)cc3)c(OC)c2)SC1=S	11
Cc1cccc(NC(=O)c2oc3c(c2C)-c2[nH]ncc2CC3)c1C	4
O=CNc1c(Br)cc(Br)cc1Br	0
COc1ccc(-c2cn3nc(N4CCC(C(=O)NCc5cccc(Cl)c5)CC4)sc3n2)cc1	-14
CCOC(=O)c1ccc(NC(=O)CSc2nnc(-c3ccccc3)n2N)cc1	-11
CCc1ccc(S(=O)(=O)Nc2ccc(NS(=O)(=O)c3ccc(CC)cc3)cc2)cc1	-2
O=S(=O)(c1cccc(F)c1)N(Cc1ccc(OCC2CCC2)cc1)C1CC1	-12
CC(C)(C)NS(=O)(=O)c1ccc(NC(=O)c2ccc(Br)cc2)cc1	-9
O=C(c1cccnc1-c1cccc(-c2ccn[nH]2)c1)N1CCCCC1	7
CCCCCS(=O)(=O)c1oc(-c2cccs2)nc1S(=O)(=O)c1ccc(C)cc1	8
Cc1cccc(N2CCN(S(=O)(=O)c3ccc(-c4cnc(C5CC5)o4)cc3)CC2)c1C	-6
CCN(CC)CCNC(=O)C1(c2ccccc2)CCOCC1	2
Cc1cccc(C(=O)Nc2nc(-c3cccs3)c(-c3ccccc3)s2)c1	-11
COc1ccc(-c2cn3cccnc3n2)cc1NC(=O)c1ccccc1C(F)(F)F	-7
Cc1cc(S(=O)(=O)N2CCC(C(N)=O)CC2)ccc1F	1

Remaining list, next part
SMILES	RBX1-CUL1 inh
CC(=O)CCc1c(C)[nH]c2ccc(N)cc2c1=O	-1
CCOC(=O)C1=C(CSc2nc3c(cc2C#N)CCCCC3)OC(=N)C(C#N)C1c1ccc(Cl)c(Cl)c1 (configuration not stated)	7
CN(C)C1=C(C(=O)Nc2ccccc2)S(=O)(=O)c2ccccc21	-2
CCS(=O)(=O)c1ncc(CN(C)C)n1CCc1ccccc1	3
CCCCn1c(=N)c(C(=O)NCCCOCC)cc2c(=O)n3ccccc3nc21	3
O=C1NCCCC2c3cc(O)c4ccccc4c3OC12N1CCCCC1 (configuration not stated)	-17
CC(CC1CC1)N1CCC(Oc2cccc(C(=O)N(C)CCN(C)C)c2)CC1 (configuration not stated)	4
O=C(CCC1CCCN(C(=O)c2cc3ccccc3oc2=O)C1)N1CCCC1 (configuration not stated)	13
Cc1ccsc1C=C1Sc2ccccc2S1	18
CCC1CCC/C1=N\NC(=O)CNc1ccccc1Cl (configuration not stated)	0
CCOC(=O)Cn1c(C)cn2c3c(=O)n(CC)c(=O)n(C)c3nc12	11
Clc1cccc(Cl)c1CNC1CCCC1	-2
Cc1ccc(-n2nc3c(N4CCC(C(=O)N5CCC(C)CC5)CC4)nnc(C)c3c2C)cc1	4
CCN1C(=O)CC(CC(=O)N(CCOC)C(C)C)(c2cccc(C(F)(F)F)c2)C1=O (configuration not stated)	-1
COC(=O)c1ccc(Cl)c(-c2ccc(/C=C3\SC(=Nc4ccc(OC)cc4)NC3=O)o2)c1	4
C=CCSC1=NC(=N)C(C(c2cn(-c3ccccc3)nc2-c2ccc(Cl)cc2)C2C(=N)N=C(SCC=C)NC2=O)C(=O)N1 (configuration not stated)	-7
CC(C)c1ccc2oc(-c3cc(NC(=S)NC(=O)c4cc5ccccc5o4)ccc3O)nc2c1	-3
CN1CCN(c2nc3c(c(=O)n(C)c(=O)n3C)n2Cc2ccc(Cl)cc2Cl)CC1	-5
CCc1ccccc1NC(=O)C1C(c2ccccc2)C1(Cl)Cl (configuration not stated)	-4
COc1ccc(-c2cn3c(n2)sc2cc(C(=O)NCCCN4CCN(C)CC4)ccc23)cc1	-107
O=C(NC1CCCc2nc(-c3ccccc3)ncc21)c1ccoc1 (configuration not stated)	-5
Cc1ccc(CCC(=O)N2CCN(c3cccc(C)c3C)CC2)cc1	13
CSc1cccc(NC(=O)CSc2nnc(CCCOc3ccc(Cl)cc3Cl)o2)c1	-2
S=c1[nH]c(=S)c2c3c(sc2[nH]1)CCCC3	-6
COc1ccc(NC(=O)C(NS(=O)(=O)c2cccc3nsnc23)c2ccccc2)cc1 (configuration not stated)	4

More records follow.
SMILES	RBX1-CUL1 inh
Cc1ccc(-c2nc3scc(-c4ccc(Cl)cc4)n3n2)cc1	-1
COc1ccccc1C1c2c(C)nn(-c3ccc(C)cc3)c2OC(=N)C1C#N (configuration not stated)	-15
N#Cc1nc2c(nc1C#N)-c1c3ccccc3cc3cccc-2c13	7
CCCC(Nc1cc(CN)ncn1)c1nccn1C (configuration not stated)	4
O=C(CN1CCCCC1)N1CCc2[nH]nc(-c3cccc(F)c3)c2C1	1
O=C(O)c1ccc(Br)c(N2C(=O)C3CCCCC3C2=O)c1 (configuration not stated)	8
COc1cc(OC)cc(C(=O)Nc2cc(C)on2)c1	-7
Cc1ccc(Cl)cc1NC(c1ccc(F)cc1)c1nnc(-c2ccccc2)o1 (configuration not stated)	-15
CC1CC(C)CC(OC(=O)c2ccco2)C1 (configuration not stated)	-3
CCOC(=O)c1sc2nccc3c2c1N=CN3c1ccccc1	5
CCN1CCC(CC(=O)N2CCCC(CCc3cccc(F)c3)C2)CC1 (configuration not stated)	2
CC(=O)Nc1ccc(S(=O)(=O)NC2(C(F)(F)F)NC(=O)N(c3ccc(Cl)cc3)C2=O)cc1 (configuration not stated)	-6
COc1cc2cc(CNc3ccccc3)c(=O)n(CC(=O)Nc3ccc(C)c(Cl)c3)c2cc1OC	-5
COC(=O)C(NNc1cccc(Cl)c1)(NC(=O)c1cccc(F)c1)C(F)(F)F (configuration not stated)	-6
COc1ccc(C(=O)CSc2c(C(C)C)cnc3c2c(=O)n(C)c(=O)n3C)cc1	6
O=[N+]([O-])c1ccc(O)c(C=Nc2cc(Cl)cc(Cl)c2)c1	-5
Cc1ccc(S(=O)(=O)NCCCC[C@@H](O)CC(=O)CS(=O)(=O)c2ccccc2)cc1	3
COc1ccc(C(C)=O)c(Oc2cc(=O)n(C)c(=O)n2C)c1	-10
CCOC(=O)c1ccc(NC(=O)c2cnn3c(=O)c4c(n(CC)c23)CCN(Cc2ccc(OC)cc2)C4)cc1	-5
CC(C)c1ccc2oc(-c3ccc(NC(=O)c4cccc(Br)c4)cc3)nc2c1	10
COCCn1cnc2cc(NC(=O)C3CCCCC3)cc(C(=O)NCCc3ccc(OC)cc3)c21	6
Cc1sc2ncnc(SCC(=O)c3cccs3)c2c1C	0
CCN1C(=O)CC(CC(=O)N2CC3CCC2C3)(c2cccc(C(F)(F)F)c2)C1=O (configuration not stated)	6
Cc1ccc(-c2csc(=Nc3ccccc3)n2CC(C)C)cc1C	-4
C#CCOC(=O)c1sc2ccccc2c1Cl	-10

Continuation.
SMILES	RBX1-CUL1 inh
CCc1noc(CCNC2CCN(c3cccc(-c4ccco4)c3)CC2)n1	-6
CCn1cc(Br)c(C(=O)NC(=S)Nc2cnn(C)c2C)n1	-2
Cn1c(SCC(=O)NCCO)nc2sc3c(c2c1=O)CCCC3	7
CC(C)c1ccccc1NS(=O)(=O)Cc1ccc(F)cc1	3
O=C(Cc1c(Cl)cccc1Cl)Nc1ccncc1	-16
CCn1cc(C(=O)NCCc2ccc(Cl)cc2)c(=O)c2cc(S(=O)(=O)N3CCC(C)CC3)ccc21	10
CCOc1ccc(NC(=O)C2(c3cccs3)CCOCC2)cc1	-10
Cc1ccc(Nc2ncnc3c2cnn3-c2ccc(C)cc2)cc1	7
COCC1CCCCN1Cc1nc(-c2cccc(F)c2)oc1C (configuration not stated)	3
CC(=O)OC(CCN1CC2CCN1CC2)c1ccccc1 (configuration not stated)	1
COc1ccc(NC(=O)C(C)Oc2ccccc2C)cc1 (configuration not stated)	4
O=C(Nc1ncccc1Cl)c1ccc(Br)cc1	5
CCCC(C)NC(=O)c1cc(CN2CCOCC2)on1 (configuration not stated)	0
c1ccc2c(c1)n(CCN1CCCCC1)c1nc(C34CC5CC(CC(C5)C3)C4)cn21	7
C=CCNCCOc1ccc(C)c(C)c1	-5
COc1cc(Cl)c(C)cc1Nc1c2c(nc3ccccc13)CCC2	7
CCOc1cc(/C=C2\C(=O)NN(c3ccccc3)C2=O)cc(Br)c1OCc1cccc(C)c1	2
O=S(=O)(N/N=C/c1ccc(Cl)c(Cl)c1)c1ccc(Br)cc1	-4
CCc1ccc(/C=N/NC(=O)c2ccc(Cl)cc2O)s1	1
CCOC(=O)C1=C(C)N=C(C)C(C(=O)OCC)C1c1ccc(OC)c(OC)c1 (configuration not stated)	4
C=CCn1c(SCC(=O)NCCc2ccc(OCC)c(OCC)c2)nnc1-c1cccs1	10
COc1ccc(N2CCN(C(=O)CCc3c(C)nc4cc(-c5ccc(Cl)cc5)nn4c3C)CC2)cc1	-4
COc1ccc(OC)c(CCNc2nc3cc(OC)c(OC)cc3c3nc(-c4cccnc4)nn23)c1	6
N#CC(C=Nc1ccc(Cl)c(Cl)c1)c1nc(-c2cc3ccccc3oc2=O)cs1 (configuration not stated)	5
C=CCn1c(SCC(N)=O)nc2sc(CC)cc2c1=O	-2

Retrieved one by one from the list above, 2 records:
SMILES	RBX1-CUL1 inh
CCOC(=O)c1ccc(NC(=O)c2cnn3c(=O)c4c(n(CC)c23)CCN(Cc2ccc(OC)cc2)C4)cc1	-5
CCC1CCC/C1=N\NC(=O)CNc1ccccc1Cl (configuration not stated)	0

In the list so far, 16 have two or more sulfur atoms.
SMILES	RBX1-CUL1 inh
O=C(NCc1cccc(Cl)c1)c1cc2c(s1)-c1ccccc1SC2	4
Cc1cccc(OC(=O)CSc2nnc(-c3cccs3)o2)c1C	12
C=CCN1C(=O)/C(=C\c2ccc(OC(=O)c3ccc(F)cc3)c(OC)c2)SC1=S	11
CCc1ccc(S(=O)(=O)Nc2ccc(NS(=O)(=O)c3ccc(CC)cc3)cc2)cc1	-2
CCCCCS(=O)(=O)c1oc(-c2cccs2)nc1S(=O)(=O)c1ccc(C)cc1	8
Cc1cccc(C(=O)Nc2nc(-c3cccs3)c(-c3ccccc3)s2)c1	-11
Cc1ccsc1C=C1Sc2ccccc2S1	18
C=CCSC1=NC(=N)C(C(c2cn(-c3ccccc3)nc2-c2ccc(Cl)cc2)C2C(=N)N=C(SCC=C)NC2=O)C(=O)N1 (configuration not stated)	-7
CSc1cccc(NC(=O)CSc2nnc(CCCOc3ccc(Cl)cc3Cl)o2)c1	-2
S=c1[nH]c(=S)c2c3c(sc2[nH]1)CCCC3	-6
COc1ccc(NC(=O)C(NS(=O)(=O)c2cccc3nsnc23)c2ccccc2)cc1 (configuration not stated)	4
Cc1ccc(S(=O)(=O)NCCCC[C@@H](O)CC(=O)CS(=O)(=O)c2ccccc2)cc1	3
Cc1sc2ncnc(SCC(=O)c3cccs3)c2c1C	0
Cn1c(SCC(=O)NCCO)nc2sc3c(c2c1=O)CCCC3	7
C=CCn1c(SCC(=O)NCCc2ccc(OCC)c(OCC)c2)nnc1-c1cccs1	10
C=CCn1c(SCC(N)=O)nc2sc(CC)cc2c1=O	-2

Screening data from PubChem BioAssay.

These rows are one share of the data; count on the stated rates, not on these rows.
